# Source: PubChem (National Center for Advancing Translational Sciences (NCATS))
# Sm TGR inh: blocks Schistosoma mansoni thioredoxin glutathione reductase. Potency, µM (titrated, usually from 114 µM), for the others: at the top dose activity change, negative = inhibition, most hits filed as inhibitors. purified TGR, DTNB reduction, TNB absorbance 405 nm. 3% of 360,000 active. Q962Y6; also: potency is read from the fitted curve at half-maximal effect; nearly all actives have a fitted effect of over 60% in size
#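 First, TGR (20 nM dispensed) and NADPH were mixed with compound. Second, a 15 min room-temperature incubation followed. Third, further NADPH and then DTNB were added to start the reaction. Finally, TNB absorbance was monitored kinetically.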
# AmpC detergent: AmpC beta-lactamase inhibition with detergent present; AmpC hydrolysis of nitrocefin, absorbance 480 nm, 0.01% Triton; Potency, µM (titrated, usually from 114 µM), for inactives: top-dose activity change, negative = inhibition, actives largely listed as inhibitors; 0.041% of 370,000 active; AID 485294;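 also: potency is read from the fitted curve at half-maximal effect; 0% = no-compound wells and -100% = no-enzyme wells; nearly all actives have a fitted effect of over 25% in size; some results filed as inactive show a strong effect at the top dose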
# Target sequence (P00811 whole entry, looked up): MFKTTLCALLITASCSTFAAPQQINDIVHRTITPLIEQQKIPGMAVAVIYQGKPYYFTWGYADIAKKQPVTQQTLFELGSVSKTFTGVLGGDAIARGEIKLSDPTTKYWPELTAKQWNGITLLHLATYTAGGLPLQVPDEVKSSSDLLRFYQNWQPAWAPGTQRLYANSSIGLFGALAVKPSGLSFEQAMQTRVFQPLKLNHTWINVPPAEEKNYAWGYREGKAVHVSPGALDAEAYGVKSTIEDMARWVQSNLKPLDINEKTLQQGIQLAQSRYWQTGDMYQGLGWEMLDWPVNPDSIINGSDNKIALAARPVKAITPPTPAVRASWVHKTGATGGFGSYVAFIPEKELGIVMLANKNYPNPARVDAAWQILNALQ
#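 AmpC (5.3 nM in the dispensed reagent) in 20 mM phosphate pH 7.0 with 0.01% (detergent screen) or 0.0001% Triton X-100 was preincubated with compounds for 15 min at room temperature. Nitrocefin was then added from an 800 uM solution, and hydrolysis was followed at 480 nm.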
# Giardia FBPA inh: inhibitors of Giardia lamblia fructose-1,6-bisphosphate aldolase; A8B2U2; purified Giardia FBPA; Potency, µM (top dose mostly 59.6 µM), for inactives: top-dose activity, negative = inhibition, usual class: inhibitors; 0.71% of 290,000 active; AID 2451; also: potency is read from the fitted curve at half-maximal effect; nearly all actives have a fitted effect of over 55% in size
# Target sequence (A8B2U2 whole entry, looked up): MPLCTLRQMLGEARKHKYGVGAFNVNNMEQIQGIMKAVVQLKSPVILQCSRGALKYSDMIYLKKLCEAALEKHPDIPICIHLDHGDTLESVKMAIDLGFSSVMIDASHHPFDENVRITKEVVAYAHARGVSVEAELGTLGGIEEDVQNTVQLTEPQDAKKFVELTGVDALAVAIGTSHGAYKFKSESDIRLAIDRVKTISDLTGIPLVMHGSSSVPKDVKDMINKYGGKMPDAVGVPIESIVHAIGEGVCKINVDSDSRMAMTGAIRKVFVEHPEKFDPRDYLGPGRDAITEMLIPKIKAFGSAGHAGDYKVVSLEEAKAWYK
#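 Giardia FBPA (40 nM reagent) was preincubated 10 min at RT with compound (up to 57.5 uM final), then substrate plus GAPDH/TPI/NAD/arsenate coupling system with diaphorase/resazurin was added; resorufin fluorescence (525/598 nm) was read after 20 min.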
# HCV inhibitor: blocks hepatitis C virus; 3.4% of 340,000 active; AID 651820; Potency, µM (titrated, usually from 41.8 µM), for inactives: top-dose activity change, negative = inhibition, usual class: inhibitors; Huh7.5.1 HCVcc-Cre infection, luciferase reporter, 44 h; also: potency is read from the fitted curve at half-maximal effect
#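 Luciferase read-out (15 sec integration) after a 15 min room-temperature substrate step quantifies HCVcc-Cre infection. Cells, 1,000 per well, had compound added 4 h post-plating, then virus at ~0.5 moi, and were cultured 44 h.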
# HCMV antiviral: inhibitors of human cytomegalovirus; HFF cells, HCMV-luciferase reporter, 72 h; stronger effect = lower value; 4.5% of 410,000 active; activity change, negative = inhibition, % at 57.5 µM; in the data active = activity change below about -60%; inconclusive = no clear call, values can overlap the other calls; inactive = above about -39%
#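 Cell-based, HFFs, 1000 cells/well, 16 h 37C; cpds in DMSO + HCMV-luc, MOI 1 PFU/cell; 72 h 37C; OneGlo luminescence after 5 min RT; norm. to buffer vs Salinomycin 10uM.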
# AMA1-RON2 inh: disrupts binding of P. falciparum AMA1 to RON2; AlphaScreen AMA1-biotinylated RON2 peptide binding; Potency, µM (titrated, usually from 58.2 µM), for inactives: at the highest dose activity change, negative = inhibition, usual class: inhibitors; 0.2% of 360,000 active;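 also: potency is read from the fitted curve at half-maximal effect; 0% = vehicle wells and -100% = peptide control; nearly all actives have a fitted effect of over 45% in size; some results filed as inactive show a strong effect at the top dose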
#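 AMA1 (3D7) with his tag at 25 nM final met compounds first, then biotinylated RON2 peptide at 25 nM; detection used donor plus acceptor beads, 10 µg/mL apiece, read by AlphaScreen after 30 min at room temperature.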
# The depositor's hits bear a star; ? = inconclusive; / = not tested or not shown; & = joins results of further samples; [ ] = dose if it differs, or a comment. Unless noted, calls follow the shape of the dose curve; as a rule, active = well fitted curve in the direction sought with a large enough effect; inconclusive = small, poorly fitted or top-dose-only effect, or another doubt; inactive = no such curve, though single readings can be large; an effect the other way counts as inactive or inconclusive. Unless noted, % is scaled to controls: 0 for no effect and ±100 for the full control effect.
SMILES,Sm TGR inh,AmpC detergent,Giardia FBPA inh,HCV inhibitor,HCMV antiviral,AMA1-RON2 inh
COc1ccc(C(=O)NCC(=O)OCC(=O)c2ccc3c(c2)NC(=O)CO3)cc1OC,0%,-9%,1%,13%,-23,-24%
COC(=O)c1sc(-c2ccccc2)cc1NC(=O)c1cccc(F)c1,-1%,25%,/,/,-3,/
Cc1cccc(NC(=O)c2ccc(Cl)c(NC(=O)c3ccncc3)c2)c1C,4%,-3%,-1%,-16%,-19,-13%
COc1cccc(N2CCN(CC(=O)Nc3ccccc3C(=O)NCc3ccccc3)CC2)c1,-5%,-10%,/,?,-24,-13%
Cc1ccc(S(=O)(=O)/N=C(/c2ccccc2)N(C)C)c(C)c1,-11%,-6%,8%,5%,-15,5%
C=CCOc1ccc(CN(C)CC(O)COc2cccc3ccccc23)cc1 (configuration not stated),-21%,-2%,?,32µM*,54,-21%
COc1ccc(S(=O)(=O)CC(=O)c2cc(C)c(O)c(C)c2)cc1,28µM*,-5%,5%,-6%,-39,11%
CC(=O)c1cc2c(cc1NC(=O)CN1CCOCC1)OCO2,5%,?,2%,21%,37,7%
COc1ccc([C@@H]2CC=C(C(=O)O)[C@H](c3ccc(C(C)(C)C)cc3)N2S(=O)(=O)c2ccc(C)cc2)cc1OC,/,/,/,31%[activator],-30,0%
COc1ccc(Cc2noc(CN3CCN(Cc4cccc(Cl)c4)CC3)n2)cc1OC,-25%,5%,-14%,?,-37,4%
CCc1cccc(NC(=O)Cn2c(=O)n(CC3CCC(C(=O)NCCc4ccccc4)CC3)c(=O)c3ccccc32)c1 (configuration not stated),-2%,-3%,/,/,16,/
CCc1cccc(OCCn2nc(C(=O)O)c3ccccc3c2=O)c1,7%,-11%,-17%,18%,4,13%
COc1ccc(-n2c(SCC(=O)c3c(N)n(C)c(=O)n(C)c3=O)nc3ccccc32)cc1,-2%,-2%,-8%,-1%&8%,42,-4%
CCOc1ccc(C2C(C#N)=C(N)N(c3sc4c(c3C#N)CCCC4)C3=C2C(=O)CCC3)cc1 (configuration not stated),?,-12%,-6%,?,-19,61%[activator]
Cn1ccnc1SCC(=O)NCC(=O)Nc1ccc(F)c(F)c1F,/,/,/,13%,-5,-4%[11.6 µM]
CCCCc1cc(=O)oc2cc(OC(C)C(=O)NCCN3CCOCC3)c(Cl)cc12 (configuration not stated),-7%,-7%,4%,5%,-9,2%
NC1=NC(=O)/C(=C/c2cn(CCC(=O)O)nc2-c2ccc(F)cc2)S1,0%,?,6%,-6%,57,18%[2.32 µM]
O=C(CN1CCCc2ccccc21)N/N=C/c1ccccc1O,3%,5%,-20%,?,?,66%[activator]
CC(=O)COc1cccc2ccc(/C=C/c3ccc(Br)s3)nc12,-1%,-4%,-8%,11µM*,37,37%[activator]
Cc1cc(C)c2c(=O)n(CC(=O)NC3CCCC3)sc2n1,?,?,-16%,6%,?,-9%
CC1=C(C#N)C(c2cccnc2)C2=C(CC(c3ccc(Cl)cc3)CC2=O)N1 (configuration not stated),-11%,-10%,-6%,8%,?,1%
COc1ccc(OC)c(N=c2ssnc2Cl)c1,56µM*,-10%,18µM*,-20%,-13,-3%
CCCCn1nc2cc(C(=O)NCc3ccccc3OC)ccc2c1OCC,2%,-5%,-2%,3.5µM*,6,3%
CCOC(=O)C(CC)n1cnc2c(cnn2-c2ccc(Cl)cc2)c1=O (configuration not stated),2%,1%,1%,?,-24,1%
O=C(Nc1ccccc1)Nc1ccc(F)cc1F,-2%,-2%,-2%,-13%,-17,-4%

# Quoted from above for reference:
SMILES,Sm TGR inh,AmpC detergent,Giardia FBPA inh,HCV inhibitor,HCMV antiviral,AMA1-RON2 inh
CCOC(=O)C(CC)n1cnc2c(cnn2-c2ccc(Cl)cc2)c1=O (configuration not stated),2%,1%,1%,?,-24,1%
O=C(Nc1ccccc1)Nc1ccc(F)cc1F,-2%,-2%,-2%,-13%,-17,-4%

# Next part.
SMILES,Sm TGR inh,AmpC detergent,Giardia FBPA inh,HCV inhibitor,HCMV antiviral,AMA1-RON2 inh
Cc1[nH]cnc1CSCc1ccc(Cl)cc1,-4%,-10%,-9%,-4%,20,-4%
Cc1cc2c(cc1S(=O)(=O)CCC(=O)N(C)C1CCCCC1)OCC(=O)N2,-15%&1%,-15%&2%,-12%,11%,-11&-6,40%[activator]
COc1ccc(CN2CCN(C(=O)CC(C)C)CC2)c2ccccc12,0%,-5%,?,-9%,68,-12%
CC1CCN(S(=O)(=O)c2cc(C(=O)NCc3ccc(N(C)C)cc3)n(C)c2)CC1,-5%,-3%,/,/,5,/
CCOC(=O)NCc1ccc2[nH]c(C)cc2c1,?,?,-12%,9%,15,-8%
CC1CN(S(=O)(=O)c2cccc(C(=O)OCC(=O)c3cccs3)c2)CC(C)O1 (configuration not stated),-19%,-1%,3%,12%,4,18%
O=C(Cn1cc([N+](=O)[O-])cn1)NCc1ccccc1,0%,-8%,5%,7%,-35,-1%
O=C(Nc1nc2cc3c(cc2s1)OCO3)c1ccco1,-18%,-1%,15%,0%,0,4%
O=C(O)c1cc(Cl)c(Cl)cc1C(=O)Nc1cccc2cccnc12,-12%,?,?,-8%,49,4%[11.6 µM]
Nc1c(C(=O)Nc2ccccc2)sc2nc3c(c(-c4ccco4)c12)CCC3,1%,?,1%,10µM*,-32,-16%
COc1ccccc1NC(=O)c1cc2c(CO)cnc(C)c2oc1=Nc1cccc(C(N)=O)c1,-10%,0%,11%,?,-32,-2%
COc1ccccc1N1CCN(C2CCCN(C(=O)c3cc(C)oc3C)C2)CC1 (configuration not stated),-27%,?,3%,?,-1,14%
O=C1NC(=O)C(Cc2ccccc2)C(=O)N1,/,/,/,16%,11,30%
COc1ccc(CNC(=O)Cn2c(=O)nc(-c3ccccc3)c3cc(Cl)ccc32)cc1OC,1%,6%,/,/,9,/
COc1ccc2c(CNCCc3ccccc3)c(C(=O)O)n(Cc3cccc(F)c3)c2c1,-17%,6%,/,/,36,/
CC(C)Cn1c(N)c(C(=O)COC(=O)c2cccc(Cl)c2)c(=O)n(C)c1=O,11%,?,0%,2.2µM*,-1,10%
CCCc1ccc(-c2ccc(C(=O)O)cc2)nc1,0%,-8%,?,21%,42,2%
CCn1c(SCC(=O)Nc2ccc(Cl)cc2)nnc1C1CC1,-21%,?,-5%,3%[8.37 µM],-18,-1%
CCN(CC)S(=O)(=O)c1ccc2c(c1)nc(CCC(=O)OCC(=O)Nc1cc(OC)cc(OC)c1)n2C,-3%,-9%,6%,13%,54,4%
O=C1C2ON(c3ccccc3)C(c3ccncc3)C2C(=O)N1c1ccccc1 (configuration not stated),-30%,1%,8%,10%,7,4%
Cc1ccc(/C=C2/C(=O)N(c3ccccc3)C(=S)N2C)o1,22µM*,-2%,-14%,0%,-26,-1%
O=c1c(-c2ccc(Cl)cc2)[n+]([O-])c2ccccc2n1O,-11%,2%,-17%,12%,-15,0%
CCCn1c(NCc2ccc(N(C)C)cc2)nc2ccccc21,0%,?,3%,-24%,2,-25%
CC(C)n1nnnc1SCC(=O)c1c(N)n(C2CC2)c(=O)[nH]c1=O,-7%,-3%,/,3%,0,0%
C=CCN1C2CCCC1CC(NC(=O)Nc1cc(C)cc(C)c1)C2 (configuration not stated),10%,2%,7%,-11%,-5,-2%
# Next part.
SMILES,Sm TGR inh,AmpC detergent,Giardia FBPA inh,HCV inhibitor,HCMV antiviral,AMA1-RON2 inh
O=C(CCC(=O)N1CCN(S(=O)(=O)c2ccc(Cl)cc2)CC1)NC1CCCc2ccccc21 (configuration not stated),4%,-9%,8%,?,34,-1%
CCOC(=O)c1c(C)n(C)c2ccc(OC)c(NS(=O)(=O)c3ccc(Cl)s3)c12,9%,-2%,-16%,?,35,3%
Oc1ccccc1-c1cc(-c2ccc3c(c2)OCCO3)n[nH]1,-15%,-8%,-2%,-22%,-32,15%
O=C(O)C/C(=C\c1ccc2c(c1)OCO2)c1nc2ccccc2s1,-6%,4%,/,12%,-39,2%
Cc1ccc(SCC(=O)OCC(=O)NCCNC(=O)COC(=O)CSc2ccc(C)c(C)c2)cc1C,-11%,?,/,13%,-13,-1%
Cc1ccc(S(=O)(=O)Oc2ccccc2/C=N/NC(=O)c2c(Cl)cnn2C)cc1,-2%,-5%,-8%,-3%,20,-5%
O=C(COc1ccccc1Cl)OCC(=O)N1CCN(S(=O)(=O)c2ccccc2)CC1,4%,0%,4%,6%&7%,10,53%[activator]
CC(C(=O)NCc1ccccc1)n1cc([N+](=O)[O-])cn1 (configuration not stated),3%,-4%,-2%,11%,17,-1%
Cc1[nH]c2ccccc2c1C(O)CN1CCN(c2cccc(C(F)(F)F)c2)CC1 (configuration not stated),32µM*,-11%,-19%,-30%,-25,-28%
CCn1cc(C(=O)N2CCN(c3ccc(OC)cc3)CC2)c(=O)c2cc(S(=O)(=O)N3CCCCC3)ccc21,24%,-4%,-13%,15%,-9,10%
O=C(COC(=O)C1CCC1)NCCc1ccc(Cl)cc1Cl,0%,-7%,/,11%,-13,-6%
NC(=O)COC(=O)c1cccc(S(=O)(=O)N2CCCc3ccccc32)c1,14%,-5%,-11%,4%,6,3%
CCOc1cccc(CN(CC)CC2CCCN(CCc3cccc(OC)c3)C2)c1O (configuration not stated),-29%,-4%,-5%,?,20,0%
Cc1cc(OCC(=O)NC2CCN(C)CC2)ccc1[N+](=O)[O-],-19%,-5%,2%,1%,?,-2%
O=c1nc2ccccc2c2n1CC(CN1CCN(Cc3ccccc3)CC1)N2 (configuration not stated),7%,-4%,-7%,?,-18,3%
O=C(Nc1ccc(N2CCCC2)c(Cl)c1)c1cccc(-c2cc3ccccc3oc2=O)c1,-12%,-15%,0%,?,31,-6%
CN1CCc2c(sc3nc(NCCO)n(-c4cccc(Cl)c4)c(=O)c23)C1,5%,-3%,-10%,4%,-39,-7%
Cc1ccc(-n2c(O)c(C=NC3CCS(=O)(=O)C3)c3ccccc3c2=O)cc1 (configuration not stated),-19%,3%,-2%,2%,-24,0%
CSCCC(NC(=O)COc1ccccc1)C(=O)N(C)Cc1ccc(Cl)cc1Cl (configuration not stated),4%,?,/,?,-10,-9%
c1ccc(C2CC(c3ccccc3)C(c3ccccc3)N2)cc1 (configuration not stated),11%,1%,7%,23%,11,9%
CC12CC(NC(=O)N1c1cccc(C(=O)N3CCCCC3)c1)c1ccccc1O2 (configuration not stated),0%,-13%,/,7%,-5,-4%
O=C(c1cnn2c(C(F)(F)F)cc(-c3ccccc3)nc12)N1CCOCC1,?,-8%,3%,5%,18,-3%
COc1ccccc1NCc1cc(=O)oc2c(C)c(O)ccc12,0%,-5%,-5%,?,-27,-15%

# Just HCMV antiviral (5 entries from above):
SMILES | HCMV antiviral
c1ccc(C2CC(c3ccccc3)C(c3ccccc3)N2)cc1 (configuration not stated) | 11
CCN(CC)S(=O)(=O)c1ccc2c(c1)nc(CCC(=O)OCC(=O)Nc1cc(OC)cc(OC)c1)n2C | 54
O=C(Nc1ccccc1)Nc1ccc(F)cc1F | -17
C=CCOc1ccc(CN(C)CC(O)COc2cccc3ccccc23)cc1 (configuration not stated) | 54
O=C1C2ON(c3ccccc3)C(c3ccncc3)C2C(=O)N1c1ccccc1 (configuration not stated) | 7
